NCI-60 one-dose screen, 48 h, at 10 µM unless noted. Numbers give growth in % (100 = growth as untreated, 0 = no growth, -100 = all killed).
SF-268: SF-268 CNS cancer cells | actives 3.1% (n = 82,000)
SF-539: SF-539 CNS cancer | actives 6.8% (n = 81,000)
A498: A498 renal cancer cells; AID 1794774; actives 5.4% (n = 76,000)
SNB-19: SNB-19 CNS cancer cells | actives 2.5% (n = 81,000) | AID 1794751
CAKI-1: CAKI-1 renal cancer; actives 4.7% (n = 75,000); AID 1794772
SNB-75: SNB-75 CNS cancer; actives 5% (n = 79,000); AID 1794750
RXF 393: RXF 393 renal cancer cells | AID 1794773 | actives 6.9% (n = 77,000)
ACHN: ACHN renal cancer. actives 4.9% (n = 81,000)
* = called active by the depositor; x = no result given; & = joins results of further samples; [ ] = dose if it differs, or a comment. Rule for the calls: active = growth percent below 10; inactive = the rest. No enrichment for hits; 12% or so of the library scored in one or more.

SMILES	SF-268	SF-539	A498	SNB-19	CAKI-1	SNB-75	RXF 393	ACHN
O=C1/C(=C/c2ccc(F)cc2)N=C2SCCCN12	106	99	96	87	100	98	119	103
CS(=O)(=O)N1CCN(S(=O)(=O)c2ccc3c(c2)CN(C(=O)C(F)(F)F)CC3)CC1	105	104	x	102	92	101	124	101
NC1(C(=O)O)CCc2ccccc21 (centres undefined)	104	99	98	105	90	x	114	101
CC(C)c1ccc(CSc2nc(SCc3ccc4sccc4c3)nc(=O)[nH]2)cc1	97	95	81	93	97	116	94	84
N=C1C(=O)NC(=O)C1c1ccccc1 (centres undefined)	102	105	x	x	91	96	111	102
CCNC(=O)Nc1ccc2c(ccn2C(=O)c2cccc(F)c2)c1	102	98	68	93	84	85	106	102
COc1cccc(C(=O)c2ccccc2NC(C)=O)c1	96	112	101	107	89	89	95	106
CC1(C)CC(=O)c2c(ccc(C(=O)C[C@@H]3COC(C)(C)N3)c2N)O1	92	98	89	105	90	88	103	96
COc1cccc(-c2nc3sccn3c2-c2ccnc(NCCNS(=O)(=O)c3cccc(Cl)c3)c2)c1	43	73	44	65	26	37	48	31
O=C/C(=C/c1ccccc1)c1ccccc1	96&95	103&105	131	103&99	97&101	91&97	129&108	104&99
O=c1oc2ccccc2cc1C1=Nn2c(nnc2C(F)(F)F)SC1	96	98	128	100	79	81	107	98
CC1(C)S[C@@H]2[C@H](NC(=O)C(C(=O)O)c3ccccc3)C(=O)N2[C@H]1C(=O)O (some centres undefined)	103	106	104	104	91	89	103	96
C[n+]1c2ccccc2cc2oc3ccccc3c21	87	97	x	96	86	x	94	107
Cc1nc2ccccc2nc1SCc1nnc(Nc2ccccc2)o1	98	97	74	93	84	95	97	88
CN(C[C@H]1Cc2ncccc2CN1)[C@H]1CCCc2cccnc21	91	110	104	97	58	x	92	81
O=C(/C=C\c1cccc([N+](=O)[O-])c1)c1ccccc1	26	85	91	x	84	78	15	-50*
O=C(N/N=C/c1ccc(O)cc1)c1cnc2nc[nH]n2c1=O	102	99	122	107	93	88	111	106
CC(C)CCC[C@@H](C)[C@H]1CC[C@H]2[C@@H]3CC=C4C[C@@H](SC#N)CC[C@]4(C)[C@H]3CC[C@]12C	104	101	74	101	102	112	124	95
O=C(CSc1nc2ccccc2c(=O)n1-c1ccccc1)N/N=C/c1ccc(Oc2ccc(Cl)cc2)cc1	87	69	66	33	59	60	42	74
CN1CCN(c2ccc(/C=C/C(=O)c3ccc(O)cc3)cc2)CC1	96	92	83	100	99	86	95	105
c1cc(CNC23CC4CC(CC(C4)C2)C3)cc(C[N+](Cc2cccc(CNC34CC5CC(CC(C5)C3)C4)c2)(Cc2cccc(CNC34CC5CC(CC(C5)C3)C4)c2)Cc2cccc(CNC34CC5CC(CC(C5)C3)C4)c2)c1 (centres undefined)	27[42 µM]	17[42 µM]	50[42 µM]	31[42 µM]	x	37[42 µM]	4.6*[42 µM]	-9.8*[42 µM]
CNCCCOc1c(Br)cc(CCNC(=O)/C(Cc2ccc(OC)c(Br)c2)=N/O)cc1Br	53	32	39	50	x	51	45	x
O=C(O)CCN1C(=O)/C(=C/c2cnc(CO)s2)SC1=S	93	104	105	96	101	83	121	107
CC(C)(C)n1cc(-c2ccnc(NCCNS(=O)(=O)c3ccccc3)c2)c(-c2cccc(F)c2)n1	105	96	44	98	92	102	97	101
CCCCCCCN1C(=O)/C(=c2\sc3n(c2=O)NC2C(N=3)N(CC)C(=O)N2CC)c2ccccc21 (centres undefined)	85	100	x	93	72	51	85	101
CC(=O)Nc1cccc(-c2[nH]c3ccccc3c2/C=N/NC(=O)c2cccnc2)c1	97	98	102	98	x	94	111	97
COC(=O)[C@]12CC[C@@H](C)[C@H](C)[C@@H]1C1=CC[C@@H]3[C@@]4(C)C(C=O)=C[C@@](C)(COS(C)(=O)=O)C4[C@H](O)C[C@@]3(C)[C@]1(C)CC2 (some centres undefined)	-74*	-90*	-38*	-68*	-16*	-92*	-96*	-93*
CCN(CC)Cc1nc2ccccc2c(=O)n1/N=C/c1cc(OC)c(OC)c(OC)c1	96	101	100	93	92	82	108	103
Cc1ncc(CO)c(C)c1O	93	101	121	97	118	96	91	108
COc1ccc(C(=O)CSC(=S)N2CCCCC2)cc1	104	111	87	101	97	101	111	99

Entries of single compounds from above. Screens in order: SF-268 | SF-539 | A498 | SNB-19 | CAKI-1 | SNB-75 | RXF 393 | ACHN
O=c1oc2ccccc2cc1C1=Nn2c(nnc2C(F)(F)F)SC1 across the screens: 96 | 98 | 128 | 100 | 79 | 81 | 107 | 98
CC1(C)S[C@@H]2[C@H](NC(=O)C(C(=O)O)c3ccccc3)C(=O)N2[C@H]1C(=O)O (some centres undefined) across the screens: 103 | 106 | 104 | 104 | 91 | 89 | 103 | 96
O=C(CSc1nc2ccccc2c(=O)n1-c1ccccc1)N/N=C/c1ccc(Oc2ccc(Cl)cc2)cc1 across the screens: 87 | 69 | 66 | 33 | 59 | 60 | 42 | 74
O=C(N/N=C/c1ccc(O)cc1)c1cnc2nc[nH]n2c1=O across the screens: 102 | 99 | 122 | 107 | 93 | 88 | 111 | 106

(continued)
SMILES	SF-268	SF-539	A498	SNB-19	CAKI-1	SNB-75	RXF 393	ACHN
O=C1CC(c2ccccc2)Cc2nc3ccc(Cl)cc3cc21 (centres undefined)	45	-12*	-17*	25	29	30	22	31
CC(=O)N1C/C(=C\c2cc3c(cc2C)OCO3)C(=O)/C(=C/c2cc3c(cc2C)OCO3)C1	103	101	111	101	100	90	103	110
COC(=O)c1nc(=S)[nH]c(C(=O)OC)c1C(=O)c1ccc(O)cc1	108	96	100	103	96	95	108	102
N#Cc1cc(-c2ccc(Cl)cc2)c(N)nc1N1CCOCC1	124	102	97	86	76	92	88	92
Cc1cc(C)n(C(N)=O)n1	103	99	x	97	98	95	109	101
Cc1cccc(OC(=O)Cc2ccccc2)c1	102&102	98&100	101&110	106&101	99	94&88	104&116	111&93
CCCCN1C(=O)CC(SC2CC(=O)N(CCCC)C2=O)C1=O (centres undefined)	101	105	100	99	89	87	122	99
O=C1N(CCl)c2ccccc2C1(Cl)Cl	110	104	143	92	94	121	113	108
CCOC(=O)C1=C(C)n2nc(CC#N)c(C#N)c2NC1c1ccc(OC)cc1 (centres undefined)	92	98	111	107	x	87	102	97
CCCCCCCCCCCCc1ccc(C(C)=O)cc1	108	105	109	97	82	81	99	110
c1ccc(CC2(Cc3ccccc3)N=C(c3ccccc3)C(c3ccccc3)=N2)cc1	86	90	74	82	60	93	91	65
N#CC(C#N)C(C#N)(C#N)CC(=O)c1ccco1	99	96	100	97	95	91	91	95
COc1cc(-c2nc3ccc(/C=C/C(=O)c4cc(F)cc(F)c4)cc3s2)ccc1F	100	96	99	88	85	x	100	89
COc1ccc(OC)c2c1[nH]c(=O)c1c3cccnc3cn21	63	99	93	65	58	103	68	49
O=C(CN1CCN(c2cc3c(cc2F)c(=O)c(C(=O)O)cn3C2CC2)CC1)N/N=C/c1ccncc1	93	96	96	93	94	89	110	100
Cc1ccc(NC(=O)c2sc3nc(C)c(C(O)c4ccccc4)cc3c2N)cc1 (centres undefined)	49	-4.2*	-8.0*	25	34	23	39	33
O=C(Nc1ccc(-c2n[nH]c(=S)n2/N=C/c2c[nH]c3ccccc23)cc1)c1cccnc1	92	96	75	103	91	103	117	100
Nn1c(C(Cl)(Cl)Cl)nn2c(=O)c3cnn(-c4ccccc4)c3nc12	104	98	107	99	84	85	136	96
COc1ccc2nc3cc(Cl)ccc3c(Nc3ccc(S(=O)(=O)Nc4nccs4)cc3)c2c1	96	104	91	92	91	86	101	103
NCCOc1nc(Cl)nc(Nc2ccc(N3CCOCC3=O)cc2)n1	103	96	109	100	100	105	105	99
COC(=O)[C@]1(C)CC[C@]2(C)CC[C@]3(C)C(=CC[C@@H]4[C@@]5(C)CC(=O)CC(C)(C)[C@@H]5CC[C@]43C)[C@@H]2C1	104	98	115	100	103	99	x	102
CCCCCCCCCC=O	105	100	107	113	102	101	115	101
CC(Cc1ccccc1)NN(CS(=O)(=O)O)CS(=O)(=O)O (centres undefined)	100	95	104	101	94	86	111	101
O=C1Nc2ccc(Br)cc2C12CC(c1ccccc1)=NN2 (centres undefined)	59	33	46	69	52	28	61	49
COc1ccc(/C=c2\sc3n(c2=O)NC2C(N=3)N(C)C(=O)N2C)cc1 (centres undefined)	94	96	x	94	85	x	101	105
Nc1ccc(-c2nnc(SCc3ccc(O)c4ncccc34)o2)cc1	1.1*	-14*	-40*	8.5*	4.4*	x	-15*	2.2*
COc1ccc(Nc2nnc(SCc3ccccc3F)s2)cc1	103	104	91	103	103	102	101	106
CSc1nc2nc3c(c(-c4ccccc4)c2c(=O)n1C)CCC/C3=C\c1ccccc1	103	97	110	110	124	85	109	95
N=C(N)c1ccc(-c2ccc(-c3ccccc3)s2)nc1	94	88	88	88	74	88	87	92
NS(=O)(=O)c1ccc(NCCC(=O)c2ccc3ccccc3c2)cc1	102	96	x	95	93	100	106	101
O=c1cc(CO)[nH]nc1CO	102	109	84	98	94	73	108	116
C[N+](C)(C)CC(=O)c1ccccc1	97	95	106	101	x	91	121	x
O=C1/C(=C/c2ccc(Cl)cc2)SC(=S)N1N1CCOCC1	98	102	119	98	94	100	96	103
COc1ccc2c(c1)OC(N)=C(C#N)C2c1cc(OC)c(OC)c(OC)c1 (centres undefined)	23	4.4*	-14*	45	30	45	39	33
Cc1ccccc1Nc1nc(N)[nH]c(=O)c1N=O	103	111	120	108	107	90	110	107
CCOC(=O)c1sc2c(c1C)c(=O)nc1c(C(=O)OCC)n[nH]n12	114	113	113	114	158	106	107	118
COC(=O)c1c(C)nc(Nc2nc3ccccc3s2)nc1-c1ccc(Cl)cc1Cl	101	103	100	92	100	87	107	97
S=c1nc(-c2ccccn2)c(-c2ccccn2)n[nH]1	102	111	119	112	110	107	118	109
CC(C)C1=CC2=CC[C@H]3C(C)(C)CC(=O)C[C@]3(C)[C@H]2CC1	97	x	83	96	102	99	127	105
CC(=O)Nc1ccc(Cl)cc1C(=O)c1ccc[nH]1	104	108	x	109	85	81	100	103
Cc1ccc2c(c1)c(-c1nc(-c3c[nH]c4ncccc34)cs1)cn2C	128	92	112	107	107	91	97	99
CCOC(=O)C(Cc1ccc(OC)c(OC)c1C)(NC(C)=O)C(=O)OCC	104	99	93	105	96	92	113	102
O=C1N(Cc2ccccc2Cl)c2ccccc2C12NN=C(c1cccc(Cl)c1)S2 (centres undefined)	26	6.3*	-86*	21	-31*	17	-73*	-47*
CCCCCCCC(O)(CCCCCCC)CCCCCCC	110	99	99	107	102	113	100	118
NC(=S)N/N=C\c1nccc2c(N)cccc12	8.2*	x	12	30	-24*	14	36	-7.8*
CCCCCCCCCCCCCCCCOc1cccc(C=O)c1	110	97	113	101	103	98	113	107
NC(=S)N/N=C/c1ccc(OC(=O)COc2ccc(Cl)cc2)cn1	28	x	57	73	0.3*	45	67	13
COc1ccc2c(c1)c(CC(=O)O)c(C)n2C(=O)c1ccc(Cl)cc1	109	114	82	110	88	85	109	95
CC(C)=CC/C=C(/C)[C@H]1CC[C@]2(C)[C@@H]1CC[C@@H]1[C@@]3(C)CCCNC(C)(C)[C@@H]3CC[C@]12C	-48*[100 µM]	-86*[100 µM]	-89*[100 µM]	-63*[100 µM]	-80*[100 µM]	-84*[100 µM]	-70*[100 µM]	-77*[100 µM]
Cc1cc(=O)[nH]c(O)c1C#N	101&103&109	105&97&98	111&104&114	95&101&98	61&91&90	97&87&72	114&106	96&100&101
CN(C)c1ccc(/C=C\c2cccc[n+]2C)cc1	27	59	13	32	42	70	87	77
NC(=O)NCCc1ccccc1	106	98	88	106	94	103	103	105
Cn1c(=O)c2c(nc3n2CCCN3CCc2ccccc2)n(C)c1=O	103	101	93	105	94	94	112	98
NCCCCCCCCCCN	106	105	99	104	116	87	97	100
C#C[C@]1(O)CCC2C3CCc4cc(O)ccc4C3CC[C@@]21C (some centres undefined)	48	21	49	53	45	39	51	60
CCCn1cc2c(=O)nc3sc(Cc4ccc(OC)cc4)c(C)n3c2n1	93	93	94	99	83	80	116	99
COC1=C(OC)C(=O)c2ccccc2C1=O	x	102	x	102	x	73	93	92
COc1ccc(-c2nnc3ccc(N/N=C/c4ccccc4)nn23)cc1	88	83	112	83	92	37	100	101
COc1ccc(-c2[nH]ncc2-c2ccncc2)cc1Cl	64	56	74	74	96	54	86	76
COc1c(C)c(C)c(OC)c2c1[nH]c(=O)c1c3ncccc3cn21	91	98	87	94	77	89	116	85
CS(=O)(=O)c1ccccc1C=O	99	103	96	100	93	94	123	97
S=c1sc2ccccc2n1CNc1ccccc1Cl	95	99	112	94	96	90	135	97
O=c1c2sc3ncc(Cl)cc3c2nnn1-c1ccccc1	99	103	105	107	93	88	98	81

Four of these compounds in another layout:
Compound,SF-268,SF-539,A498,SNB-19,CAKI-1,SNB-75,RXF 393,ACHN
COC1=C(OC)C(=O)c2ccccc2C1=O,x,102,x,102,x,73,93,92
COc1ccc(-c2nnc3ccc(N/N=C/c4ccccc4)nn23)cc1,88,83,112,83,92,37,100,101
COc1ccc(-c2[nH]ncc2-c2ccncc2)cc1Cl,64,56,74,74,96,54,86,76
COc1c(C)c(C)c(OC)c2c1[nH]c(=O)c1c3ncccc3cn21,91,98,87,94,77,89,116,85
